Screens (PubChem)
FLuc inh: Photinus pyralis luciferase inhibition; P08659; purified P. pyralis luciferase, luminescence, biochemical; Potency, µM (top dose mostly 115 µM), inactives show at the highest dose activity change, negative = inhibition, usual class: inhibitors; 76,000 compounds, 2.5% hits; AID 1347043; further: potency means the concentration at half of the fitted maximal effect; nearly all actives have a fitted effect of over 65% in size
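Cell-free enzyme assay, 10nM P. pyralis luciferase, luciferin and ATP each at 10uM. Inhibition profiled over a 6-point titration, read as luminescence.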
HEK cytotox: kills HEK 293 cells; HEK 293 viability, ATP luminescence (CellTiter-Glo), 48-72 h; Potency, µM (doses to about 115 µM), for inactives: at the top dose activity change, negative = cytotoxicity, most hits filed as inhibitors; 94,000 compounds, 6.6% hits; AID 1345083; further: potency means the concentration at half of the fitted maximal effect; nearly all actives have a fitted effect of over 60% in size
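Cytotoxicity was scored by loss of ATP-coupled luminescence (CellTiter-Glo) in HEK 293 cells. Compound treatment ran 48 or 72 hr at 37 degree Celsius, 5% CO2, 95% humidity.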
SNCA viab count: cell viability loss counter-screen | HEK-293-SNCA-luc viability, GF-AFC fluorescence, 24 h | Potency, µM (top dose mostly 57.1 µM), inactives show at the top dose activity change, negative = cytotoxicity, actives largely listed as cytotoxic | 150,000 compounds, 0.12% hits | AID 1671193;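 further: potency means the concentration at half of the fitted maximal effect; 0% = DMSO-treated cells and -100% = medium-only wells without cells; nearly all actives have a fitted effect of over 30% in size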
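Cytotoxicity counterscreen: after 24 h compound treatment of genome-edited SNCA-luciferase HEK-293 cells, live-cell protease substrate GF-AFC read by fluorescence after 30 min; activity scaled between DMSO (0%) and medium-only (-100%), curves Hill-fitted.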
SNCA expr inhib: inhibitors of alpha-synuclein (SNCA) gene expression; HEK-293 SNCA-luciferase knock-in, luminescence, 24 h; Potency, µM (series often up to 57.2 µM), inactives show top-dose activity change, negative = inhibition, usual class: inhibitors; 140,000 compounds, 0.17% hits; AID 1671194;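 further: potency means the concentration at half of the fitted maximal effect; plate controls were DMSO cells for no effect and cell-free wells for full effect; nearly all actives have a fitted effect of over 45% in size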
IP6K1 inhibitor: inhibitors of human IP6K1. activity change, % (series mostly up to about 58 µM). 140,000 compounds, 0.81% hits. AID 1645851. IP6K1 kinase, ADP-Glo luminescence, 2 h; hits give low values; in the data active means activity change below about -25%
Target sequence (Q92551 whole entry, looked up): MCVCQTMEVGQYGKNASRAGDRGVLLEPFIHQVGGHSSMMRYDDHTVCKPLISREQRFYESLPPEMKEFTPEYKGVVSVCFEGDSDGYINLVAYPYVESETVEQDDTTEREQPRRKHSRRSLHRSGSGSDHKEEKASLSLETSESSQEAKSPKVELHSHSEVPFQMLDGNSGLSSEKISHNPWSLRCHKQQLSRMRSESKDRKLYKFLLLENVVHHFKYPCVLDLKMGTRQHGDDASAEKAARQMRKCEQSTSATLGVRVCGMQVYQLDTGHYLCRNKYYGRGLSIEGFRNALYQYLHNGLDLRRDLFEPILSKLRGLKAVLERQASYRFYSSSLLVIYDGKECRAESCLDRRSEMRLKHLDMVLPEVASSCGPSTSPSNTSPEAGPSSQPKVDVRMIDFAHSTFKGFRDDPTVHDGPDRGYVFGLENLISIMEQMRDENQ
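ADP-Glo luminescence measures ADP made by human IP6K1 during a 2 h RT reaction with ATP/IP6 (mix at 1.3 mM/130 uM); top library doses 57.5 and 19.1 uM final.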
3T3 cytotox: kills NIH 3T3 cells; NIH 3T3 viability, CellTiter-Glo ATP luminescence, 48-72 h; Potency, µM (highest dose often 96.7 µM), for the others: at the top dose activity change, negative = cytotoxicity, hits mostly inhibitors; 94,000 compounds, 4.3% hits; AID 1345082; further: potency means the concentration at half of the fitted maximal effect; nearly all actives have a fitted effect of over 55% in size
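Cytotoxicity was measured by CellTiter-Glo ATP luminescence after 48 or 72 h compound exposure at 37 °C. Mouse NIH 3T3 fibroblasts were seeded at 400 cells/well and dosed by 23 nL pin transfer.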
GPT2 inhibitor: blocks human glutamate pyruvate transaminase 2; Q8TD30; Recombinant GPT2, coupled pyruvate oxidase/HRP Amplex Red fluorescence; Potency, µM (titrated, usually from 57.7 µM), for inactives: at the top dose activity change, negative = inhibition, most hits filed as inhibitors; 100,000 compounds, 0.25% hits; AID 1671188; further: potency means the concentration at half of the fitted maximal effect; nearly all actives have a fitted effect of over 60% in size; many of its hits are not listed in these tables
Target sequence (Q8TD30 whole entry, looked up): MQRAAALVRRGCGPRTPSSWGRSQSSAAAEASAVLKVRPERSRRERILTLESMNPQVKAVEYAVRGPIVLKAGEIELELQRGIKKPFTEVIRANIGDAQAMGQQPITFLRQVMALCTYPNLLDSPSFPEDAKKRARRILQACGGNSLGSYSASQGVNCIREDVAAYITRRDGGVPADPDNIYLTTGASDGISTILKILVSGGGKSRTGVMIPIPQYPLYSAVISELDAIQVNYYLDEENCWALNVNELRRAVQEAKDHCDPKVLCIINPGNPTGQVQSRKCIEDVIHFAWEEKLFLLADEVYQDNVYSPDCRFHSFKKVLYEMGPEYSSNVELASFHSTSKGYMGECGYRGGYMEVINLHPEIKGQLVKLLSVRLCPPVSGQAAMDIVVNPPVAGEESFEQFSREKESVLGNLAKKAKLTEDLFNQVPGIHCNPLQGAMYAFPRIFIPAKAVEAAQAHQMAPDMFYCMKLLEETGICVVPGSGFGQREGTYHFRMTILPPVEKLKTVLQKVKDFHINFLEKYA
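Inhibition is scored from Amplex Red fluorescence generated when pyruvate oxidase and HRP act on pyruvate released by GPT2. Reactions contain 10ng/uL enzyme, 250uM a-KG and 2mM L-alanine and run 30 min at room temperature.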
* hit, by the source's call; i = inactive; ? = inconclusive; / = no result given; & = joins results of further samples; [ ] = another dose, or the depositor's remark. Unless noted, the call rests on the fitted dose curve; in most records, active means well fitted curve in the direction sought with a large enough effect; inconclusive means small, poorly fitted or top-dose-only effect, or another doubt; inactive means no such curve, though single readings can be large; an effect the other way counts as inactive or inconclusive. Unless noted, on the % scale 0 is the no-effect control and ±100 the full control effect. Not all compounds are listed (hit frequency here may not be typical).

Preview, seven compounds:
1) Cc1cccc(CC(=O)N2[C@H]3CC[C@@H]2c2cnc(-c4ccc(F)cc4)nc2C3)c1
2) O=C(c1ccoc1)N1CC(CO)C2(CCNCC2)C1 (stereo unspecified)
3) O=C(Nc1ccc2c(c1)OCCO2)c1cccn(Cc2cccc(F)c2)c1=O
4) COC1CC(O[C@H]2CC[C@@]3(C)C(=CCC4C3C(O)[C@@H](O)[C@]3(C)[C@@H](C(C)=O)CC[C@]43O)C2)OC(C)C1OC1CC(OC)C(OC2OC(C)C(O)C(O)C2O)C(C)O1 (stereo partly specified)
5) CC(CC(C(N)=O)(c1ccccc1)c1ccccc1)N(C)C (stereo unspecified)
6) C#C[C@H]1CN2CC[C@H]1C[C@@H]2CNS(=O)(=O)c1cccc(F)c1
7) COc1ccc(-c2cc([C@H]3CN4CC[C@H]3C[C@@H]4CNS(=O)(=O)c3ccccc3)n(C)n2)cc1OC
Assay by compound	1	2	3	4	5	6	7
FLuc inh	9%	3%	/	/	/	14%[172 µM]	1%
HEK cytotox	?	-4%	/	/	/	i	?
SNCA viab count	6%	-1%[12.5 µM]	8%	-19%[12.5 µM]	-2%[23.9 µM]	-3%[87.6 µM]	4%
SNCA expr inhib	-10%	?	47%[activator]	/	-43%[25.6 µM]	-1%[87.6 µM]	35%[activator]
IP6K1 inhibitor	10	30	-2	17	7	6	3
3T3 cytotox	?	2%	/	/	/	-9%[174 µM]	?
GPT2 inhibitor	4%	i	/	1%[17.1 µM]	1%	-18%[88.5 µM]	i

Results (from the top)
1) Cc1cccc(CC(=O)N2[C@H]3CC[C@@H]2c2cnc(-c4ccc(F)cc4)nc2C3)c1
2) O=C(c1ccoc1)N1CC(CO)C2(CCNCC2)C1 (stereo unspecified)
3) O=C(Nc1ccc2c(c1)OCCO2)c1cccn(Cc2cccc(F)c2)c1=O
4) COC1CC(O[C@H]2CC[C@@]3(C)C(=CCC4C3C(O)[C@@H](O)[C@]3(C)[C@@H](C(C)=O)CC[C@]43O)C2)OC(C)C1OC1CC(OC)C(OC2OC(C)C(O)C(O)C2O)C(C)O1 (stereo partly specified)
5) CC(CC(C(N)=O)(c1ccccc1)c1ccccc1)N(C)C (stereo unspecified)
6) C#C[C@H]1CN2CC[C@H]1C[C@@H]2CNS(=O)(=O)c1cccc(F)c1
7) COc1ccc(-c2cc([C@H]3CN4CC[C@H]3C[C@@H]4CNS(=O)(=O)c3ccccc3)n(C)n2)cc1OC
8) CCC12CN3CC(CC)(CN(C1)C3c1c(C)[nH]c(=O)[nH]c1=O)C2=O (stereo unspecified)
Assay by compound	1	2	3	4	5	6	7	8
FLuc inh	9%	3%	/	/	/	14%[172 µM]	1%	/
HEK cytotox	?	-4%	/	/	/	i	?	/
SNCA viab count	6%	-1%[12.5 µM]	8%	-19%[12.5 µM]	-2%[23.9 µM]	-3%[87.6 µM]	4%	-3%
SNCA expr inhib	-10%	?	47%[activator]	/	-43%[25.6 µM]	-1%[87.6 µM]	35%[activator]	-6%
IP6K1 inhibitor	10	30	-2	17	7	6	3	8
3T3 cytotox	?	2%	/	/	/	-9%[174 µM]	?	/
GPT2 inhibitor	4%	i	/	1%[17.1 µM]	1%	-18%[88.5 µM]	i	/

9) CCn1c(C2CCCNC2)nn(C)c1=O (stereo unspecified)
10) COc1ccc(OC)c(S(=O)(=O)NC[C@H]2C[C@@H]3CCN2C[C@@H]3c2cc(-c3ccccc3OC)nn2C)c1
11) CC(=O)N1N=C(c2ccc(N)cc2)c2cc3c(cc2C[C@H]1C)OCO3
12) COc1ccc(C(=O)N2C[C@@H]3C[C@H](C2)c2c(NC(=O)CSC)ccc(=O)n2C3)cc1
13) Cc1ccc(NC(=O)N(Cc2ccc3c(c2)OCO3)C2CCN(Cc3ccccc3)CC2)cc1Cl
14) N[C@@H](CCl)C(=O)O
15) C=C1[C@@]23C(=O)O[C@H](C)[C@]24O[C@@]2(C(=C)[C@]5(C=CC(=O)OC5(C)C)CC[C@]32C)[C@H](O)[C@@]1(C)OC4=O
16) CCOP(=O)(OCC)C(C)NC(=O)N(CCCl)N=O (stereo unspecified)
Assay by compound	9	10	11	12	13	14	15	16
FLuc inh	-1%	6%	/	-5%[172 µM]	/	/	/	/
HEK cytotox	8%	-3%	/	-6%[172 µM]	/	/	/	/
SNCA viab count	4%	6%	-24%	-8%[87.6 µM]	4%	10%	-2%[23.9 µM]	4%
SNCA expr inhib	-6%	-30%	/	-2%[87.6 µM]	-23%	-27%	/	31%
IP6K1 inhibitor	6	-16	3	1	-6	/	-12	/
3T3 cytotox	i	-18%	/	-1%[174 µM]	/	/	/	/
GPT2 inhibitor	i	-8%	i	-24%[88.5 µM]	/	i	-3%[27.3 µM]	i

17) COc1ccccc1C(=O)N1CCC2(CC1)c1nccn1-c1ccccc1CN2C
18) O=C(O)C1=NOC2CN(Cc3ccccc3)CC12 (stereo unspecified)
19) CN(Cc1ccccc1)C[C@H]1CN2CC[C@H]1C[C@@H]2CNC(=O)c1ccc(N(C)C)cc1
20) Cc1ccc(NC(=O)Cn2cc(C(=O)c3ccccc3)c3ccccc32)c(C)c1
21) Cc1cc(-n2c(/C=C/c3cccs3)nc3ccccc3c2=O)ccc1Br
22) COc1cc2c(cc1OC1CCCC1)NC(=O)C21CCN(Cc2ccccc2O)CC1
23) CCN1C[C@]2(COC(=O)c3ccccc3N3C(=O)C[C@H](C)C3=O)CC[C@H](OC)[C@@]34[C@@H]5C[C@H]6[C@H](OC)[C@@H]5[C@](O)(C[C@@H]6OC)[C@](O)([C@@H](OC)[C@H]23)[C@@H]14
24) C[N+]1(C)C2CCC1CC(OC(=O)C(CO)c1ccccc1)C2 (stereo unspecified)
Assay by compound	17	18	19	20	21	22	23	24
FLuc inh	11%	/	7%[172 µM]	/	/	0%[172 µM]	/	/
HEK cytotox	2%	i	?	/	/	40µM*	/	/
SNCA viab count	7%	-2%[87.6 µM]	-4%[87.6 µM]	-14%	16%	-26%[87.6 µM]	-2%	-2%&-2%
SNCA expr inhib	4%	9%[87.6 µM]	26%[87.6 µM]	?	12%	?	/	-2%&-18%
IP6K1 inhibitor	0	-3	1	-8	-17	-21	-8	/
3T3 cytotox	i	i	?	/	/	22µM*	/	/
GPT2 inhibitor	-4%	2%[88.5 µM]	i	/	/	-3%[88.5 µM]	i	4%

Entries of single compounds as entered above:
COc1ccccc1C(=O)N1CCC2(CC1)c1nccn1-c1ccccc1CN2C reads FLuc inh = 11%; HEK cytotox = 2%; SNCA viab count = 7%; SNCA expr inhib = 4%; IP6K1 inhibitor = 0; 3T3 cytotox = i; GPT2 inhibitor = -4%
COc1cc2c(cc1OC1CCCC1)NC(=O)C21CCN(Cc2ccccc2O)CC1 reads FLuc inh = 0%[172 µM]; HEK cytotox = 40µM*; SNCA viab count = -26%[87.6 µM]; SNCA expr inhib = ?; IP6K1 inhibitor = -21; 3T3 cytotox = 22µM*; GPT2 inhibitor = -3%[88.5 µM]

Additional compounds follow.
25) CC(Cc1ccccc1)NCCCCl (stereo unspecified)
26) CCC(CC)c1cc([C@H]2CN3CC[C@H]2C[C@@H]3CNC(=O)CCCC(=O)O)nc(-c2ccncc2)n1
27) CC(=O)N1CCC(C(=O)N2CCC3(CC2)NCc2ccccc2-n2ccnc23)CC1
28) COc1ccc([C@@H]2CN(c3nccc(C)n3)[C@@H]3C4CCN(CC4)[C@@H]32)cc1
29) CCNC(=O)CC1N=C(c2ccc(Cl)cc2)c2cc(OC)ccc2-n2c(C)nnc21 (stereo unspecified)
30) COc1cc2[nH]c(=O)n(-c3ccc(C)cc3)c(=O)c2cc1OC
31) NCCc1cc(O)c(O)cc1O
32) CCn1ccc(C(=O)N2CCC3(CC2)NCc2ccccc2-n2ccnc23)n1
Assay by compound	25	26	27	28	29	30	31	32
FLuc inh	/	-7%	-9%	13%	/	/	/	15%
HEK cytotox	/	i	-1%	-7%	/	/	/	8%
SNCA viab count	-1%[23.9 µM]	3%	5%	-10%	-12%&-3%&13%	0%	3%[23.9 µM]	-13%
SNCA expr inhib	8%[25.6 µM]	8%	?	?	55%[activator]	9%	65%[25.6 µM]	-24%
IP6K1 inhibitor	9	5	27	17	9&-5	-14	-12	3
3T3 cytotox	/	1%	?	-18%	/	/	/	?
GPT2 inhibitor	i	0%	-9%	i[11.5 µM]	2%	/	?	i

33) COc1cc2c(cc1OCc1cccnc1)N(C(=O)Cc1cccc(Cl)c1)CC21CCN(CC(=O)O)CC1
34) C#C[C@H]1CN2CC[C@H]1C[C@@H]2CNC(=O)c1ccc(-c2ccccc2)cc1
35) Cn1nc(C2CCCCC2)cc1[C@H]1CN2CC[C@H]1C[C@@H]2CNC(=O)c1ccco1
36) Cn1cc(CNCC2(CO)C[C@@H](O)[C@@H](O)C2)c2ccccc21 (stereo partly specified)
Assay by compound	33	34	35	36
FLuc inh	2%	-2%[172 µM]	0%[172 µM]	-6%&-7%[172 µM]
HEK cytotox	i	89µM*	?	-4%&-18%[172 µM]
SNCA viab count	-1%	-1%[87.6 µM]	-15%[87.6 µM]	3%&5%[87.6 µM]
SNCA expr inhib	4%	7%[87.6 µM]	1%[87.6 µM]	-23%&21%[87.6 µM]
IP6K1 inhibitor	-6	12	10	2&1
3T3 cytotox	?	112µM*	-20%[174 µM]	1%[138 µM]
GPT2 inhibitor	-7%	i	-26%[88.5 µM]	-2%[88.5 µM]
